MCF10A rereplic = A quantitative high throughput screen for small molecules that induce DNA re-replication in MCF 10a normal breast cells; MCF 10A DNA re-replication, Hoechst nuclear intensity, 48 h; Potency, µM (titrated, usually from 46.1 µM), for inactives: top-dose activity, positive = re-replication, usual class: activators; 350,000 tested, 2.9% active; AID 624296, 2012; note: potency is the fitted concentration of half-maximal effect; % of control where 0% means no effect; nearly all actives have a fitted effect of over 50% in size
KB-V1 cytotox = qHTS assay for MDR1-selective chemotherapeutics: Primary screen using the drug-selected MDR subline cells KB-V1; AID 1347076, 2019; Potency, µM (top dose mostly 46.1 µM), for inactives: top-dose activity change, negative = cytotoxicity, actives largely listed as cytotoxic; 400,000 tested, 3.4% active; KB-V1 MDR cells viability, CellTiter-Glo, 72 h; note: potency is the fitted concentration of half-maximal effect; % is set by controls: 0 for no effect and ±100 for the full control effect; nearly all actives have a fitted effect of over 60% in size
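Cytotoxicity via CellTiter-Glo luminescence after 72 h compound exposure at 37 degrees C. Cells: drug-selected KB-V1 line, DMEM phenol-red free plus 10% FBS. Compounds tested at multiple concentrations; normalized data fitted to concentration-effect curves.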
HT1080 IDH1KD tx = qHTS for induction of synthetic lethality in tumor cells producing 2HG: qHTS for the HT-1080-IDH1KD cell line; AID 686971, 2013; 360,000 tested, 2% active; HT-1080 IDH1 knockdown viability, ATP luminescence, 48 h; Potency, µM (series often up to 46.1 µM), for the others: at the top dose activity, negative = toxicity, hits mostly cytotoxic;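 note: potency is the fitted concentration of half-maximal effect; 0% = DMSO wells and -100% = cell-free medium wells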
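% activity derives from luminescence (CellTiter-Glo), normalised to DMSO and no-cell wells. HT-1080-IDH1KD cells, 750/well, had 48 h compound exposure at 37 °C.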
SW480 rereplic = A quantitative high throughput screen for small molecules that induce DNA re-replication in SW480 colon adenocarcinoma cells; Potency, µM (series often up to 46.1 µM), for inactives: top-dose re-replication activation, usual class: activators; SW480 DNA re-replication, Hoechst DNA content imaging, 48 h; 340,000 tested, 1.8% active; note: potency is the fitted concentration of half-maximal effect; % of control where 0% means no effect; nearly all actives have a fitted effect of over 55% in size
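Image-based DNA-content assay: after two days of treatment, nuclei were labelled with the DNA dye Hoechst and imaged, and hits were compounds raising the count of nuclei showing high fluorescence intensity.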
HT1080NT lethal = qHTS for induction of synthetic lethality in tumor cells producing 2HG: qHTS for the HT-1080-NT fibrosarcoma cell line; HT-1080-NT fibrosarcoma viability, CellTiter-Glo ATP luminescence, 48 h; Potency, µM (top dose mostly 46.1 µM), without a hit: at the top dose activity, negative = less viability, actives largely listed as cytotoxic; 360,000 tested, 1.6% active;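 note: NT is the 2HG producing partner of a matched IDH1 knockdown line; potency is the fitted concentration of half-maximal effect; 0% = DMSO-treated cells and -100% = media-only wells without cells; nearly all actives have a fitted effect of over 55% in size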
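HT-1080-NT fibrosarcoma cells (2HG-overproducing), 750 cells/well in RPMI with 5% FBS, dosed after 2 h and incubated 48 h at 37C. CellTiter-Glo luminescence normalized to DMSO and no-cell wells; concentration-response curves fitted and classed.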
IL-1B inflam inh = qHTS for Inhibitors of Inflammasome Signaling: IL-1-beta AlphaLISA Primary Screen; THP-1 LPS/ATP IL-1B secretion, AlphaLISA, 16 h; stronger effect = lower value; activity change, % at 57.5 µM; 360,000 tested, 4.7% active; AID 743279, 2014; in the data active = activity change below about -50%; inconclusive = mostly about -30% to -49%; note: % is set by controls: 0 for no effect and ±100 for the full control effect
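Secreted IL-1B measured by AlphaLISA bead assay after 16 h compound exposure of THP-1 cells; compounds (final up to 57.5 uM) added 1 h before LPS (250 ng/mL) and ATP (1.25 mM) stimulation; lower signal means less secretion.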
GLP1R cytotox = qHTS of GLP-1 Receptor Inverse Agonists: Cytotox Screen; AID 624418, 2012; HEK293 cAMP-luciferase reporter cells, luminescence, 24 h; Potency, µM (titrated, usually from 38.3 µM), for inactives: top-dose activity change, negative = inhibition, most hits filed as inhibitors; 410,000 tested, 0.13% active;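 note: loss of luciferase light is scored as toxicity; potency is the fitted concentration of half-maximal effect; % is set by controls: 0 for no effect and ±100 for the full control effect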
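1536-well qHTS counterscreen of the MLSMR; 200 cells/uL, 12 h pre-incubation, 23 nL cpd, 24 h at 37 deg C 5% CO2, luciferase detection reagent, 12 min RT, luminescence. Inhibition = undesired.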
KB-3-1 tox = qHTS assay for MDR1-selective chemotherapeutics: Primary screen using the parental adenocarcinoma cell KB-3-1. KB-3-1 viability, CellTiter-Glo ATP luminescence, 72 h. Potency, µM (top dose mostly 46.1 µM), for inactives: top-dose activity change, negative = cytotoxic, hits mostly cytotoxic. 400,000 tested, 1.4% active. AID 1347075, 2019; note: potency is the fitted concentration of half-maximal effect; % is set by controls: 0 for no effect and ±100 for the full control effect; nearly all actives have a fitted effect of over 60% in size
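Cytotoxicity in the drug-sensitive parental line KB-3-1 was scored as loss of CellTiter-Glo luminescence following 72 h incubation with compound. Values come from curve fitting of normalized concentration-response data.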
D3 ag = qHTS of D3 Dopamine Receptor Agonist: qHTS; D(3) dopamine receptor (Homo sapiens), P35462; D3R DiscoveRx beta-arrestin cells, luminescence, 90 min; max activation, %; 410,000 tested, 0.58% active; in the data active = max activation above about 30%; note: 0% is about no effect; mostly tested at two doses, the higher about 12 µM
Target sequence (P35462 whole entry, looked up): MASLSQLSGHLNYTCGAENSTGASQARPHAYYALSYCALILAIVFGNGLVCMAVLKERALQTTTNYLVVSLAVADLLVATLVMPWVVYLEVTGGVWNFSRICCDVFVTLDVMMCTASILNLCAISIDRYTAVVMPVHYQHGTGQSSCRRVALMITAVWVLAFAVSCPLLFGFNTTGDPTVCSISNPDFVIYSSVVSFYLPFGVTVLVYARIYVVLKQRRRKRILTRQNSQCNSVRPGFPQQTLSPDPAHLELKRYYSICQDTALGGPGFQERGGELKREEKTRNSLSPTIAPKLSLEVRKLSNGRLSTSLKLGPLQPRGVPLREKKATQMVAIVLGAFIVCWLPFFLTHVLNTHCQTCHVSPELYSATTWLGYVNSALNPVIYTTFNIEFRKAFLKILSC
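Agonist-mode cell screen: cells plated at 1500/well and incubated overnight at 37 °C, then exposed to library compounds for 90 min at 37 °C. Detection reagent was added for 30–60 min at room temperature, and luminescence was read.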
Numbers without * were called inactive; ? = inconclusive; / = not tested or not shown; [ ] = another dose, or the depositor's remark. Unless noted, calls come from the whole dose curve; as a rule, active = well fitted curve in the direction sought with a large enough effect; inconclusive = small, poorly fitted or top-dose-only effect, or another doubt; inactive = no such curve, though single readings can be large; an effect the other way counts as inactive or inconclusive.

Every second line gives: MCF10A rereplic	KB-V1 cytotox	HT1080 IDH1KD tx	SW480 rereplic	HT1080NT lethal	IL-1B inflam inh	GLP1R cytotox	KB-3-1 tox	D3 ag
> Cc1ccc(NC(=Nc2ccc(Br)cc2)N2CCOCC2)cc1C
→ 8.2%	-30.5%	?	25.4%	?	-66.3*	-10.9%	-24.9%	-7.7
> CCn1c2ccccc2c2cc(NC(=O)c3cccc(OC)c3)ccc21
→ ?	?	?	7.94µM*	12.6µM*	?	-13.7%	?	-14.3
> CCN(Cc1nc(-c2cccc(C)c2)no1)C(=O)c1ccc2c(c1)OCO2
→ 0.2%	?	2.2%	-0.7%	-23.6%	-69.2*	-4.9%	-2.1%	-21.2
> Cc1ccc(C(c2nnnn2C(C)(C)C)N2CCC(C)CC2)cc1 (stereo not drawn)
→ -0.3%	?	-0.6%	-3.6%	6.2%	-16.1	-4.2%	-3.8%	-3.0
> Cc1nc(CN2CCC(c3ccccc3)CC2)cc(=O)[nH]1
→ 6.1%	0.0%	-12.4%	-4.7%	-11.5%	5.0	-0.6%[7.66 µM]	0.0%	-14.4
> Cc1ccc2oc3c(c(=O)c2c1)C(c1cccc(Cl)c1)N(CCCN1CCOCC1)C3=O (stereo not drawn)
→ -6.1%	?	-7.5%	-0.4%	-3.6%	0.0	6.2%	-10.2%	-2.4
> Cc1ccc(OCC(O)CN2CCOCC2)cc1C (stereo not drawn)
→ -0.9%	20.2%	11.1%	4.2%	-2.0%	-4.9	16.3%	0.5%	-0.2
> O=C(CCc1ccccc1)N(Cc1cccnc1)c1nc2c(F)cccc2s1
→ /	-11.7%	/	/	/	/	-17.5%	?	-15.8
> O=C(c1ccccc1)c1ccc(N2CCOCC2)cc1
→ 2.9%	7.4%	18.8%	-4.4%	17.4%	10.3	-17.8%	-2.3%	-14.4
> O=C(Nc1ccccc1)N1CCCC(c2nc(-c3cccs3)no2)C1 (stereo not drawn)
→ -0.1%	11.6µM*	-25.3%	-4.2%	-1.9%	15.6	-11.8%	-27.0%	-13.0
> O=C(CSc1nnc(Nc2ccccc2)s1)NCc1ccco1
→ 0.3%	-4.5%	0.7%	-7.4%	2.7%	-7.0	-0.7%	-7.4%	-1.2
> CN(c1ccccc1)S(=O)(=O)c1cccc(NS(=O)(=O)c2ccc(/C=C/C(=O)O)cc2)c1
→ 11.9%	-4.2%	-4.4%	1.1%	-3.2%	6.1	-4.1%	2.0%	-8.1
> O=c1oc2ccccc2c(NC(c2ccccc2)c2ccccc2)c1[N+](=O)[O-]
→ ?	2.6%	-25.8%	2.9%	-3.6%	-4.7	1.1%	1.9%	-3.6
> CCn1c(SCC(N)=O)nnc1-c1cc2c(C)nn(-c3ccccc3)c2s1
→ 3.2%	13µM*	-0.5%	-7.1%	-4.2%	15.7	5.0%	11.2%	-4.9
> CC12Cc3ccc4ccccc4c3C=C1C[N+](C)(C)C2 (stereo not drawn)
→ 15.4%	25.1%	1.9%	-0.3%[9.22 µM]	0.8%	-23.9	0.5%	0.0%	0.8
> O=C(Nc1ccc2c(c1)OCCO2)c1coc2ccccc2c1=O
→ 26.5%	2.3%	?	3.3%	?	2.1	-14.0%	-0.2%	-5.5
> OC1COC(O)C(O)C1O (stereo not drawn)
→ -10.6%	4.1%	10.8%	?	?	-5.8	-6.9%	0.0%	0.8
> CN(C)/C=N/C1=C(C#N)C(c2ccc(Br)cc2)c2ccc3ccccc3c2O1 (stereo not drawn)
→ 6.0%	?	0.9%	?	0.6%	10.4	-4.3%	?	-4.0
> COc1ccccc1NC(=O)C(=O)NNS(=O)(=O)c1ccc2ccccc2c1
→ -2.1%	-22.0%	0.2%	?	0.0%	0.0	1.0%	0.0%	2.9
> CCc1c(C)sc(NC(=O)c2cnn3cccnc23)c1C#N
→ -26.3%	0.8%	0.0%	-4.3%	21.5%	1.5	-16.2%	11.7%	-12.3
> COc1ccc(CN(C)CCCn2cnc(C(=O)Nc3ccc(C)c(C)c3)n2)cc1OC
→ ?	-2.6%	-3.9%	?	-4.0%	-11.0	-0.3%	0.0%	-31.8
> COc1cccc2sc(N(C)c3ccccc3)nc12
→ 14.5%	?	-4.2%	5.1%	-0.4%	-1.9	-6.7%	-13.9%	0.0
> Cc1cccc(NC(=O)CCCN2C(=O)c3cccc4cccc(c34)C2=O)c1
→ -1.6%	-4.9%	-4.4%	7.1%	29.4%	-5.9	-2.9%	5.1%	0.7
> O=C(O)CCc1ncc(C(F)(F)F)cc1Cl
→ 3.9%	9.4%	-0.4%	-5.3%	6.3%	-0.7	6.8%	-2.7%	-1.7
> COc1ccc(OC)c(NC2c3ccccc3C(=O)N2c2cccnc2)c1 (stereo not drawn)
→ 3.3%	-23.6%	-2.1%	-1.2%	-3.1%	-6.3	-19.9%	-21.0%	0.9
> COC(=O)C1=C(C)N(Cc2ccccc2)C(=NCc2ccc(OC)cc2)N[C@H]1c1ccccc1
→ ?	?	?	0.2%	-20.8%	-51.8*	-19.4%	-14.6%	-39.7
> CCOc1ccc(-c2nnc(-c3ccncc3)o2)cc1OCC
→ 2.7%	3.5%	28.0%	-4.4%	?	-24.8	-4.0%	13.2%	3.5
> O=C(NCCOc1ccccc1F)c1ccc2c(=O)n3c(nc2c1)CCC3
→ 3.6%	0.0%	3.5%	-19.5%	6.4%	-1.5	0.0%	0.0%	-2.9
> CCN(CC)CCCN1C(=O)C(O)=C(C(=O)c2cc3ccccc3o2)C1c1ccccn1 (stereo not drawn)
→ -4.4%	9.1%	8.1%	-12.5%	11.0%	14.8	-18.4%	8.9%	1.8
> Cc1nc(N)sc1-c1ccccc1
→ -9.5%	?	-8.7%	-0.8%	-0.7%	-26.3	5.3%	0.0%	-4.9
> Cc1ccc(C)c(NC(=O)CCCCCN2C(=O)[C@@H]3Cc4ccccc4CN3C2=O)c1
→ -0.6%	0.9%	7.9%	1.6%	17.3%	-20.9	1.0%	0.1%	3.6
> CCN1CCN(C(=S)c2ccc(Cl)c(Cl)c2)CC1
→ 2.4%	14.6µM*	-0.8%	-1.0%	-0.5%	-9.4	1.3%	-2.4%	-5.3
> CCOc1ncccc1C(=O)N(CC)CC(=O)Nc1ccc(NC(C)=O)cc1
→ 9.3%	-14.7%	1.0%	1.1%	1.1%	0.0	-7.0%	8.3%	4.4
> COC(=O)c1ccc(NC(=O)CSc2nc(=O)n3cccc(C)c3n2)cc1
→ -0.3%	-1.9%	-3.3%	-8.8%	-7.7%	10.9	5.0%	2.2%	2.0
> COc1ccc(S(=O)(=O)Cc2ccc(C(=O)N3CCOCC3)o2)cc1
→ 1.2%	-1.8%	3.4%	-3.9%	?	-6.6	11.3%	-0.1%	6.7
> CC[n+]1ccc(/C=C/c2ccc(N(C)C)cc2)c2ccccc21
→ 4.0%	-12.6%	1.3µM*	-39.4%[inhibitor]	?	-105.9*	?	1.16µM*	-8.5
> Cc1ccc(CNS(=O)(=O)c2c(C)n(C)c(=O)n(C)c2=O)cc1
→ ?	12.6%	17.3%	4.1%	11.9%	12.4	4.3%	12.4%	5.8
> Cc1ccc(C)c(OCC(=O)N/N=C/c2ccsc2)c1
→ ?	1.2%	-13.8%	-7.3%	-0.3%	-1.4	-5.1%	4.3%	-0.6
> COc1cccc(C(=O)OC2CCCN(C)C2)c1 (stereo not drawn)
→ 1.5%	0.0%	-0.7%	-8.0%	-4.0%	7.5	-3.1%	-0.4%	-15.5
> Cc1ccccc1OCC(=O)NNC(=O)C1CCN(c2ncnc3sc(C)c(C)c23)CC1
→ 17.5%	?	-7.2%	-6.3%	-9.2%	6.7	-2.8%	?	19.8
> COC(=O)Cn1c(C(O)c2ccccc2)nc2ccccc21 (stereo not drawn)
→ -5.8%	5.8%	10.8%	7.9%	4.9%	3.7	-4.7%	0.0%	1.4
> NS(=O)(=O)c1ccc(CCNC(=O)CSc2nc3ccccc3c(=O)n2CC2CCCO2)cc1 (stereo not drawn)
→ -6.1%	14.7%	-0.4%	-0.6%	0.4%	-5.1	-1.6%	0.4%	0.4
> COc1ccc(CCNC(=O)[C@H](C)N2C(=O)N3CCc4c([nH]c5ccccc45)[C@@]3(C)C2=O)cc1
→ 0.5%	?	-1.9%	-2.6%	14.4%	?	-19.2%	?	-4.8
> CC(C)C[C@H](NC(=O)N1CC(=O)Nc2ccccc21)C(=O)N[C@@H](C(=O)O)c1ccccc1
→ 0.0%	?	15.3%	-9.9%	2.0%	5.2	7.1%	7.0%	1.2
> O=C(Nc1ccc(OCC(=O)N2CCOCC2)cc1)Nc1cccc2ccccc12
→ 0.7%	-0.1%	-11.2%	-0.9%	2.8%	1.3	-1.6%[7.66 µM]	7.5%	5.1
> Clc1ccc(OCCSc2nnnn2C2CCCCC2)cc1
→ 17.7%	0.0%	-1.2%	-2.1%	-1.6%	4.1	-10.2%	0.9%	-0.7

In the list so far, these have an NH in an aromatic ring.
Every second line gives: MCF10A rereplic	KB-V1 cytotox	HT1080 IDH1KD tx	SW480 rereplic	HT1080NT lethal	IL-1B inflam inh	GLP1R cytotox	KB-3-1 tox	D3 ag
> Cc1nc(CN2CCC(c3ccccc3)CC2)cc(=O)[nH]1
→ 6.1%	0.0%	-12.4%	-4.7%	-11.5%	5.0	-0.6%[7.66 µM]	0.0%	-14.4
> COc1ccc(CCNC(=O)[C@H](C)N2C(=O)N3CCc4c([nH]c5ccccc45)[C@@]3(C)C2=O)cc1
→ 0.5%	?	-1.9%	-2.6%	14.4%	?	-19.2%	?	-4.8

Screening data from PubChem BioAssay.
